UHRF1 binding – blocks human UHRF1 binding to methylated DNA | AID 687016 | UHRF1 binding to methylated oligo, TR-FRET | Q96T88 | hit rate 0.75% among 370,000 | inhibition, % at 4.4 µM; in the data active = inhibition above about 21%;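 also: UHRF1 SRA domain binding a hemimethylated CpG hairpin DNA probe; 0% = median of test compound wells and 100% = reference inhibitor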
PRMT1 inh – PRMT1 (human) inhibition, primary screen; Q99873; recombinant PRMT1, activity-based probe fluorescence polarization; inhibition, % at 2.79 µM; hit rate 1.3% among 370,000; AID 652257;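 active = inhibition above about 21% made by adding two undisclosed values, limit read from the data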
Target sequence (Q99873 whole entry, looked up): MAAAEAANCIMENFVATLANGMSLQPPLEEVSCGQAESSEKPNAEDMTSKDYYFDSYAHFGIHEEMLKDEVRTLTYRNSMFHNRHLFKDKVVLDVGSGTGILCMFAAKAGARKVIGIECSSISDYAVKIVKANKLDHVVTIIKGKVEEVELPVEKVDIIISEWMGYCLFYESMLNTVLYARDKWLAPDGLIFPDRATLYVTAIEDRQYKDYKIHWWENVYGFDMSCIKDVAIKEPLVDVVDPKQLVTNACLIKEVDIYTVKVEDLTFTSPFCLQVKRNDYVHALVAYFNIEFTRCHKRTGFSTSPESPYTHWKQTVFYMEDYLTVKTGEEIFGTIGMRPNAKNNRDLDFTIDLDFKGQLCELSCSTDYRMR
HTRA1 inhibitor – inhibitors of human serine peptidase HTRA1. hit rate 0.5% among 340,000. Q92743. AID 504803. inhibition, % at 5.96 µM. recombinant HTRA1, FP-rhodamine activity-based probe, fluorescence polarization; in the data active = inhibition above about 36%;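 also: 0% = enzyme with DMSO and 100% = wells lacking enzyme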
GC-A act – GC-A (human) enzyme activation; P16066; HEK293 GC-A cells, cGMP TR-FRET, EC30 ANP; 0% at EC30 ANP, 100% saturating ANP; activation, % at 10 µM; hit rate 0.14% among 370,000; in the data active = activation above about 40%
TCR CD3 inh – blocks the human TCR-CD3 interaction. inhibition, % at 9.4 µM. hit rate 0.37% among 360,000. TAMRA-labeled TCR probe fluorescence, biochemical; in the data active = inhibition above about 19%;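 also: recombinant mutant TCR 2C K166C tagged with TAMRA read by polarization; 0% = receptor in buffer alone and 100% = receptor with positive control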
SIAE inh – human SIAE inhibition, primary screen | Q9HAT2 | SIAE FP-Rh probe binding, fluorescence polarization | inhibition, % at 9.66 µM | hit rate 0.69% among 370,000;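 active = inhibition above a cutoff: mean of compounds within the control limits plus 3 SD of those, cut at about 17% in these data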;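 also: 0% = plate median of compound wells and 100% = probe without SIAE protein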
MBD2 inh – inhibitors of human MBD2 binding to methylated oligonucleotide; Q9UBB5; TR-FRET; inhibition, % at 4.4 µM; hit rate 0.31% among 370,000; in the data active = inhibition above about 13%
Target sequence (Q9UBB5 whole entry, looked up): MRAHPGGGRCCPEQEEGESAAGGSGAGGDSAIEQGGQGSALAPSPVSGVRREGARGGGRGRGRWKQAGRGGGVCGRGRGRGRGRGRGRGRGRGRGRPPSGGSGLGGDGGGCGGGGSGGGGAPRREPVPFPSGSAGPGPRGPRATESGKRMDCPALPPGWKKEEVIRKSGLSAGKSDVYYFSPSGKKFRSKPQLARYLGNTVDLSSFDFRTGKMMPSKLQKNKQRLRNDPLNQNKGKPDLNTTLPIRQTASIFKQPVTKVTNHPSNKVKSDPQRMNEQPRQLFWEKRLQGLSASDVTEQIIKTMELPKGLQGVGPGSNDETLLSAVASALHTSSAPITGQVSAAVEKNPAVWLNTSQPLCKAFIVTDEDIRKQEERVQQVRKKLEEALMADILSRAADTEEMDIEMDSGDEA
NPR2 activator – GC-B (human) receptor activation; HEK293-GC-B cells, CNP EC30, cGMP TR-FRET; 0% at EC30 CNP, 100% saturating CNP; P20594; activation, % at 10 µM; hit rate 0.11% among 370,000;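 active = activation at 10 µM reaching about 35% in either raw or pattern-adjusted values, limit read from the data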
mABHD4 FP – inhibitors of mouse ABHD4; purified mABHD4, FP-Rh probe fluorescence polarization; hit rate 0.54% among 370,000; inhibition, % at 8.92 µM;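 active = inhibition exceeding the mean over every tested compound plus 3 SD, cut at about 30% in these data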;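 also: 0% = plate median of compound wells and 100% = S159A mutant with DMSO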
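Test system: mABHD4 protein | Buffer or medium: HEPES pH 7.0 buffer, 150 mM NaCl, 0.01% Pluronic F-127 | Probe or stimulus: FP-Rh fluorescent activity-based probe, added after compound pre-incubation | Timing: Pre-incubation 45 min, probe exposure 60 min, at 25 °C | Technique: Fluorescence polarization, excitation 525 nm, emission 598 nm, BODIPY TMR filters | Repeats: Single well per compound (singlicate)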
rCAG binder – r(CAG) repeat RNA binding; TO-PRO-1 dye displacement fluorescence; inhibition, % at 3 µM; AID 651821; hit rate 1.3% among 370,000;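 active = inhibition above the plate cutoff, the mean of all test compounds on that plate plus 3 SD, cut at about 35% in these data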;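 also: 0% = DMSO alone and 100% = 100 µM mitoxantrone as full dye displacement; higher means more dye released from RNA so lower well fluorescence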
* marks the source's active call; other numbers are inactive results; . = not tested or not shown; & = joins results of further samples. The list is partial; rates above refer to the full screens.

SMILES	UHRF1 binding	PRMT1 inh	HTRA1 inhibitor	GC-A act	TCR CD3 inh	SIAE inh	MBD2 inh	NPR2 activator	mABHD4 FP	rCAG binder
COc1ccc(NC(=O)CN(C)C(=O)CSCC(=O)Nc2ccc(C)cc2)cc1	8	19	-4	1	2	0	9	3	-13	-1
COC(=O)Cc1ccc(NC(=S)NCCSc2ccc(C)cc2)cc1	-3	2	-12	1	0	9	0	7	-3	-2
COc1ccc2cc(C#N)c(N3CCN(C(=O)c4ccccc4C)CC3)nc2c1	0	3	-42	-5	8	-2	-4	-5	5	-4
COc1ccc(-n2c(=O)[nH]c3cc(C(=O)NCCc4ccc(OC)c(OC)c4)ccc3c2=O)c(OC)c1	-1	1	5	5	-9	-5	0	-3	6	-2
Cc1c(NC(=O)CSc2nnnn2-c2ccc(C(=O)O)cc2)c(=O)n(-c2ccccc2)n1C	4	-2	-1	-1	2	-2	-4	2	2	-1
COc1ccc(CNc2nc3nc(C)c(Cl)c(C)n3n2)cc1OC	1	-2	0	2	-7	6	1	1	6	-5
O=C(COC(=O)/C=C/c1cccc(C(F)(F)F)c1)NC(=O)NCc1ccco1	0	-2	-10	0	6	-10	-6	3	-3	2
O=C(c1ccc(NS(=O)(=O)c2ccc(F)cc2)cc1)N1CCOCC1	3	-8	7	0	-10	-6	-2	0	2	3
C[C@@H]1CN([C@H](C)CO)C(=O)c2cc(NS(=O)(=O)c3cccs3)ccc2O[C@H]1CN(C)Cc1ccccc1	15	-3	-3	0	1	-12	4	0	4	5
CC(C)(C)NC(=O)N1CCn2cccc2C1c1ccccc1F (stereo unspecified)	12	3	-5	-6	4	7	2	-1	-1	-1
COC(=O)[C@@]12CCCN1[C@H](c1ccc(-c3ccccc3)c(OC)c1)[C@H]1C(=O)N(C)C(=O)[C@H]12	-1	1	-1	-1	1	-1	3	13	3	-2
CC(C)c1ccc(OCC(=O)N2CCN(c3ccccn3)CC2)c(Br)c1	1	0	-16	-1	-4	-4	-1	-3	-2	-6
COc1ccc2oc3cc(NCCN(C)C)ccc3c(=O)c2c1	5	-2	.	14	-6	0	9	4	1	4
N#Cc1ccc(OCCCN2CCC(C(O)(c3ccccc3)c3ccccc3)CC2)c(F)c1	1	-1	.	-15	-1	-2	1	-19	7	-2
O=C(N/N=C/c1cccc([N+](=O)[O-])c1)C1COc2ccccc2O1 (stereo unspecified)	2	0	-3	4	-4	0	1	0	-2	0
CNS(=O)(=O)Cc1ccc2[nH]cc(CCN(C)C)c2c1	-1&0	-4&6	2&-4	4&-1	-4&1	8&-21	1&4	2&1	-11&-10	3&-1
COc1ccc(CCNC(=O)C(=O)N2CCCC2)cc1OC	1	-1	-1	0	-6	-1	3	-1	3	-5
Cc1cc(F)ccc1-c1cc(C(=O)NCC2CCCCC2)[nH]n1	-1	-2	.	0	2	-1	-7	6	-6	0
CCCn1c(-c2ccccc2)cc(SC)c(C#N)c1=O	2	0	1	2	7	-2	-3	-8	-2	-2
CN1CCN(C(=O)c2ccccc2NC(=O)CCN2C(=O)c3ccccc3C2=O)CC1	4	-1	0	2	-3	-3	1	3	2	-1
CCc1ccc(NC(=O)C2CCN(S(=O)(=O)c3ccc4c(c3)CC(C)N4C(C)=O)CC2)cc1 (stereo unspecified)	5	-3	-7	4	-4	-3	-1	5	-1	4
O=S(=O)(NCC1CCCO1)c1cccc(S(=O)(=O)N2CCCC2)c1 (stereo unspecified)	0	0	-2	2	4	1	-1	2	2	-1
Nc1nnc(SCC(=O)NC23CC4CC(CC(C4)C2)C3)s1	2	1	2	2	-1	-3	4	4	5	-3
CC1CCC(NC(=O)COc2ccccc2C(N)=O)CC1 (stereo unspecified)	2	1	4	1	-1	4	2	2	1	-2
O=C(NCCOCc1ccc(Cl)cc1)c1ncn[nH]1	-2	2	-4	1	4	5	2	-3	1	0

Among those listed so far, these contain an NH in an aromatic ring.
SMILES	UHRF1 binding	PRMT1 inh	HTRA1 inhibitor	GC-A act	TCR CD3 inh	SIAE inh	MBD2 inh	NPR2 activator	mABHD4 FP	rCAG binder
COc1ccc(-n2c(=O)[nH]c3cc(C(=O)NCCc4ccc(OC)c(OC)c4)ccc3c2=O)c(OC)c1	-1	1	5	5	-9	-5	0	-3	6	-2
CNS(=O)(=O)Cc1ccc2[nH]cc(CCN(C)C)c2c1	-1&0	-4&6	2&-4	4&-1	-4&1	8&-21	1&4	2&1	-11&-10	3&-1
Cc1cc(F)ccc1-c1cc(C(=O)NCC2CCCCC2)[nH]n1	-1	-2	.	0	2	-1	-7	6	-6	0
O=C(NCCOCc1ccc(Cl)cc1)c1ncn[nH]1	-2	2	-4	1	4	5	2	-3	1	0

More compounds follow:
SMILES	UHRF1 binding	PRMT1 inh	HTRA1 inhibitor	GC-A act	TCR CD3 inh	SIAE inh	MBD2 inh	NPR2 activator	mABHD4 FP	rCAG binder
CCCOc1ccc(F)cc1-c1cc(C(=O)Nc2cc(OC)c(OC)c(OC)c2)[nH]n1	4	10	.	11	-4	-1	6	16	-21	6
Cc1ccc(/C=N/NC(=O)c2ccc(-n3cnnn3)cc2)cc1	-1	0	0	-2	5	1	-7	0	0	0
CCCNC(=O)c1cccc(Cn2cc(Br)c([N+](=O)[O-])n2)c1	1	2	-1	-1	-2	-1	-3	2	6	-5
Cc1cc(C)n(S(=O)(=O)c2ccc(F)cc2)n1	-1	-1	-1	0	4	-3	0	1	-6	1
CNc1cnc(-c2ccc(O)c(OC)c2)cn1	-4	-1	.	-3	-3	6	-7	-1	7	4
CN1CCN(c2nc(-c3cccc([N+](=O)[O-])c3)nc3ccccc23)CC1	2	2	-5	3	-3	-4	6	-4	-2	-3
Cc1c(C(=O)O)cnc2cc(-c3ccc(Cl)cc3)nn12	1	1	-3	24	-5	-1	-5	4	1	2
O=C(O)C1C2CCC(C2)C1C(=O)NCCc1cccc(Cl)c1 (stereo unspecified)	-1	-2	1	4	0	0	-9	4	0	0
COc1cc(CCCN2C(=S)NC[C@@H]2Cc2ccccc2)cc(OC)c1OC	2	-2	-6	-8	4	7	-3	-8	1	-8
O=C(Nc1nnc(CCc2ccccc2)s1)c1cccc(F)c1	-2	-2	1	1	-4	5	1	-3	-2	-4
CS(=O)(=O)Nc1ccccc1C(=O)NCc1ccco1	0	0	2	2	-2	0	2	7	4	9
CC(C)(C)NC(=S)N1CCC2CC1c1cc(-c3ccc4c(c3)OCO4)ccc12 (stereo unspecified)	5	7	.	2	-7	-6	5	0	-10	8
Cc1cc(N2CCN(C(=O)OC(C)(C)C)C[C@@H]2C)ccc1N1CCN(Cc2ccccc2)[C@@H](C)C1	0	2	.	3	7	5	-5	6	-2	5
NC(=O)c1c(-c2ccc(Cl)cc2Cl)csc1NC(=O)Cc1ccccc1	-2	0	-33	-4	6	6	-4	2	-10	0
CCOc1ccc(-c2cccc(NC(=O)c3ccc(Br)o3)c2)nn1	1	4	-18	2	-5	-6	0	5	-11	3
CCOc1ccc(C(=O)NC(=S)Nc2ccc(NC(=O)c3ccco3)c(C)c2)cc1[N+](=O)[O-]	2	5	-1	-3	-4	-5	1	5	-3	3
COc1ccc(NC(=S)N2CCC(NC(=O)c3ccc(F)cc3)CC2)cc1	3	-5	2	0	5	1	-2	-6	5	3
COc1ccc(-n2ncc3c(NCc4ccco4)ncnc32)cc1	5	8	-6	-7	-3	-4	5	0	-10	4
COc1ccc(CCNC(=O)c2sc3ccccc3c2Cl)cc1OC	-1	-2	-20	6	-2	-5	3	-2	-7	-3
O=C(NC(=S)N1CCCCCC1)C1CC1	4	5	-2	4	14	-3	1	5	2	-1
COCCCn1c(SCC(=O)NC2CCCC2)nnc1-c1ccccc1	1	-1	3	8	1	-7	-2	0	-6	0
Cc1ccc(Cl)cc1NC(=O)c1cc2ccccc2cc1O	0	0	-12	30	1	5	-2	13	22	24
Cc1ccc(Cl)cc1N1CCN(C(=O)c2cc3c(=O)[nH]c4ccccc4c3n2C)CC1	-1	1	-10	-6	2	6	-2	7	5	4
O=C(CNC(=O)C1CCCCC1)OCn1nnc2ccccc2c1=O	2	7	3	2	-12	-6	-1	0	1	-3
CN(NC(=O)NN(C)C(=O)c1ccccc1)C(=O)c1ccccc1	0	-2	1	0	7	4	1	2	2	0
CC1CCCC(C)N1C(=O)COc1ccc(-c2nnco2)cc1 (stereo unspecified)	-2	0	2	5	9	6	-4	-1	7	-3
N#Cc1ccc(/C=C2\CC3(OC(=O)c4ccc(F)cc4)CCCN2C3)cc1 (stereo unspecified)	-2	-5	.	-5	.	0	-2	-15	1	0
CCOC(=O)NC(=O)CN1C(=O)NC(C)(c2ccccc2)C1=O (stereo unspecified)	0	-3	-2	5	4	-1	1	2	2	-2
N#Cc1cc([N+](=O)[O-])ccc1N1CCCC1	-8	5	-4	0	1	0	-2	0	-8	1
COC(=O)c1ccc(-c2c(-c3ccccc3)ncc3cc(F)ccc23)cc1	6	2	-12	0	3	1	0	0	-6	2

Exported as labelled records: entries from further up.
> Cc1ccc(Cl)cc1N1CCN(C(=O)c2cc3c(=O)[nH]c4ccccc4c3n2C)CC1
- UHRF1 binding: -1
- PRMT1 inh: 1
- HTRA1 inhibitor: -10
- GC-A act: -6
- TCR CD3 inh: 2
- SIAE inh: 6
- MBD2 inh: -2
- NPR2 activator: 7
- mABHD4 FP: 5
- rCAG binder: 4
> O=C(CNC(=O)C1CCCCC1)OCn1nnc2ccccc2c1=O
- UHRF1 binding: 2
- PRMT1 inh: 7
- HTRA1 inhibitor: 3
- GC-A act: 2
- TCR CD3 inh: -12
- SIAE inh: -6
- MBD2 inh: -1
- NPR2 activator: 0
- mABHD4 FP: 1
- rCAG binder: -3
> CN(NC(=O)NN(C)C(=O)c1ccccc1)C(=O)c1ccccc1
- UHRF1 binding: 0
- PRMT1 inh: -2
- HTRA1 inhibitor: 1
- GC-A act: 0
- TCR CD3 inh: 7
- SIAE inh: 4
- MBD2 inh: 1
- NPR2 activator: 2
- mABHD4 FP: 2
- rCAG binder: 0
> CC1CCCC(C)N1C(=O)COc1ccc(-c2nnco2)cc1 (stereo unspecified)
- UHRF1 binding: -2
- PRMT1 inh: 0
- HTRA1 inhibitor: 2
- GC-A act: 5
- TCR CD3 inh: 9
- SIAE inh: 6
- MBD2 inh: -4
- NPR2 activator: -1
- mABHD4 FP: 7
- rCAG binder: -3

From PubChem BioAssay
